ST2 inh = IL1RL1 inhibition. Q01638. AlphaLISA ST2-Fc/biotin-IL-33 interaction, 1 h. inhibition, % for hits at 17 µM. 78,000 tested, 2.3% active. AID 1259354; in the data active = inhibition above about 30%; inconclusive = mostly about 10% to 28%
Target sequence (Q01638 whole entry, looked up): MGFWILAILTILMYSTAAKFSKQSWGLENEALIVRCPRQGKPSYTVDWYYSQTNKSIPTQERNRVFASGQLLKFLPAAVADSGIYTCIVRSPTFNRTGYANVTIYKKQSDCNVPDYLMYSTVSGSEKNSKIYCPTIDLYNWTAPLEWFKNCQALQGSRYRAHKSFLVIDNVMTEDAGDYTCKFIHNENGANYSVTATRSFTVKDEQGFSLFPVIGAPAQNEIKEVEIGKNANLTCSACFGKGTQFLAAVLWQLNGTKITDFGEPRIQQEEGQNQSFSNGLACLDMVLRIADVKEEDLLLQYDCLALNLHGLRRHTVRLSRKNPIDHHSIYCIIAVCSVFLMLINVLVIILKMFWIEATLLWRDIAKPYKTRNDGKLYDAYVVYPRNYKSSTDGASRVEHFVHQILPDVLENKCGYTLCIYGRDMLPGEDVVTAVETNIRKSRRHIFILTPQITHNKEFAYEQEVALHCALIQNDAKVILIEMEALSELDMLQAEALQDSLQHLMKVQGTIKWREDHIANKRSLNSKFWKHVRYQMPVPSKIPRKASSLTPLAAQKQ
Starred values were filed as active, the others as inactive; i = inactive; ? = inconclusive. This is a subset. The share of hits here may be higher or lower than overall.

smiles	ST2 inh
COCCOc1ccc(C(=O)N[C@@H]2CN(C(=O)Nc3ccccc3C(=O)OC)CCC[C@H]2O)cc1	i
CN1CCC(N(Cc2ccncc2)C(=O)NCc2cccc(F)c2)CC1	i
CC1=NN(C(=O)c2cccc(Cl)c2)C(O)(c2ccc(Cl)cc2)C1 (stereo not given)	i
O=C(CSc1c2c(nc3ccc(Cl)cc13)CCCC2)N1CCCC1	?
CC(=O)Cc1nsc(NC(=O)c2ccccc2)n1	i
CC(C)N(C(=O)Cc1ccc([N+](=O)[O-])cc1)C(C)C	i
C=CCN(C(=O)CN1CCOc2ccccc2C1)C1CCS(=O)(=O)C1 (stereo not given)	i
O=C1C=CC(=O)N1CCCCCCN1C(=O)C=CC1=O	i
Cc1nc2ccccc2nc(C)c1=NOCc1ccccc1Cl	i
Cc1nn(Cc2ccc(Cl)cc2)c(C)c1NC(=O)c1cc(-c2ccc(F)cc2)on1	i
Cc1ccc(S(=O)(=O)c2ccc(C)c(C)c2)cc1C	?
O=C(C1CCC1)N1CCc2cc(S(=O)(=O)NCc3cccnc3)ccc21	i
CNc1nc(C(=O)N[C@@H]2CC[C@@H](N)C2)cs1	?
Cc1cc(Cl)nc(Cl)c1C(=O)NCc1ccc(Cl)cc1	i
O=C(O)CCC(=O)Nc1ccccc1C#Cc1ccc(Br)cc1	i
COc1cc(/C=C2\C(=O)N(c3ccccc3)N=C2C)ccc1OCc1ccccc1	?
Cc1cccnc1NC(=O)Nc1ccc(F)cc1F	i
COC(=O)Cn1cnc2c(cnn2-c2ccccc2)c1=O	i
CCCCn1ncc(C)c1NC(=O)[C@H]1CCCO1	i
CCOc1ccccc1N1CCN(Cc2ccc([N+](=O)[O-])s2)CC1	?
CCc1csc(CNC(=O)c2ccc(-c3ccc4c(c3)OCO4)nc2)n1	i
CCOC(=O)C1=C(C)NC2=C(C(=O)C(C(=O)OC)C(C)C2)C1c1cccc(Cl)c1Cl (stereo not given)	i
COc1cc([N+](=O)[O-])cc(C=Nc2ccc3oc(-c4cccc(C)c4)nc3c2)c1O	i
CCCn1cnc2cc(NCc3cccc(Br)c3)ccc21	?
Cc1cccc(NC(=O)C2CCCC2)n1	i
Cc1nnsc1CN(C)C(=O)CCC(=O)NC1CCCC1	97%*
CCc1ccc(OCC(=O)NC(C)c2ccccc2)cc1 (stereo not given)	i
O=C(Nc1nc2ccc(F)cc2s1)c1ccc(S(=O)(=O)N2CCc3ccccc3C2)cc1	i
CC1CCCCN1C(=O)c1nn2c(c1Cl)NC(c1ccco1)CC2C(F)(F)F (stereo not given)	i
CCN(CC)C(=O)c1ccc2c(Cl)c3c(nc2c1)CCCC3	i
Cc1ccc(-c2noc(CCC(=O)N3CCC(C)CC3)n2)cc1	i
CCOc1ccc(S(=O)(=O)NCCCOC)c2cccnc12	i
N#CC1=C(N)OC2=C(C(=O)CC(c3ccccc3)C2)C1c1ccc(Br)cc1 (stereo not given)	i
CCCSc1nnc2c(n1)OC(C(=O)c1ccc(OC)cc1)Nc1ccccc1-2 (stereo not given)	i
CNC(=O)C(C)N(C)C1CCN(Cc2cccnc2)CC1 (stereo not given)	i
O=[N+]([O-])c1ccc(Sc2ncnc3nc[nH]c23)c([N+](=O)[O-])c1	?
CCCc1[nH]n(-c2nc3ccccc3s2)c(=O)c1C(C)=Nc1cc(Cl)ccc1O	?
CCCCCOc1ccc2c3c(c(=O)oc2c1)CCC3	i
Cc1cc(C)c2c(N)c(C(=O)c3ccc4c(c3)OCO4)sc2n1	?
CN1C(=O)CSc2ccc(C(=O)O)cc21	i
O=S1(=O)N=C(c2ccc(Cl)c(Cl)c2)Nc2ccccc21	i
Cn1cc(CC(=O)N2CCN(c3ccc(Cl)cc3)CC2)c2ccccc21	i
CN(C)c1ccc(C2C3=C(CCCC3=O)Nc3nc(SCc4ccccc4F)[nH]c(=O)c32)cc1 (stereo not given)	?
CN(CCNC(=O)Cc1ccccn1)S(C)(=O)=O	i
OCC1(O)CCCN(c2cc(C(F)(F)F)nc(N3CCCC3)n2)CC1 (stereo not given)	i
O=C1Nc2cc(Cl)c(Cl)cc2N(O)N1c1ccc(Br)cc1	i
CN1C[C@@H](NC(=O)Nc2ccc(F)cc2F)C[C@H]1c1nc(-c2ccncc2)no1	?
COCc1nc(NCCNC(=O)c2ccc(F)cc2)c2cnn(C)c2n1	?
CCOc1ccc(Br)cc1S(=O)(=O)N1CCN(c2nc(C)cc(N(C)C)n2)CC1	?
CC(C)(C)c1cc(O)c(C(C)(C)C)cc1O	?

Entries above containing a CF3 group:
smiles	ST2 inh
CC1CCCCN1C(=O)c1nn2c(c1Cl)NC(c1ccco1)CC2C(F)(F)F (stereo not given)	i
OCC1(O)CCCN(c2cc(C(F)(F)F)nc(N3CCCC3)n2)CC1 (stereo not given)	i

The list goes on:
smiles	ST2 inh
COc1ccc(C2CC(C(F)(F)F)n3nc(C(=O)N4CCCC4)c(Cl)c3N2)cc1 (stereo not given)	i
O=C1C2=C(Nc3ccccc3SC2c2ccco2)c2ccccc21 (stereo not given)	?
COc1ccccc1OCc1nc(C#N)c(NCCc2ccccc2)o1	?
Oc1oc(-c2ccc(Br)cc2)nc1C=Nc1ccc(Cl)cn1	42%*
CCN(c1ccc(F)cc1)S(=O)(=O)c1ccc2c(c1)CCC(=O)N2	i
CCCn1nccc1C(=O)N1CCNCC1C(=O)N1CCCC1 (stereo not given)	?
Cc1cccc(NC(=O)C(NS(=O)(=O)c2cccs2)C(C)C)c1C (stereo not given)	i
Cc1ccc(NC(=O)COc2ccccc2C)c([N+](=O)[O-])c1	i
Cc1ccc2nc(NC(=O)c3cc(=O)c4ccccc4o3)sc2c1	i
COc1cccc(S(=O)(=O)N2CCN(Cc3nc4cccnc4n3-c3ccc(C)cc3)CC2)c1	i
Cc1ccc(NC(=O)CSc2nc3c(c(=O)n2-c2ccccc2)SCC3)c(C)c1	?
CCC(C)CC(C)CCCCCCCCC(=O)N[C@H]1C[C@@H](O)[C@@H](O)NC(=O)[C@@H]2[C@@H](O)[C@@H](C)CN2C(=O)[C@H]([C@H](O)CC(N)=O)NC(=O)[C@H]([C@H](O)[C@@H](O)c2ccc(O)cc2)NC(=O)[C@@H]2C[C@@H](O)CN2C(=O)[C@H]([C@@H](C)O)NC1=O (stereo not given in full)	i
CCSCCOC(=O)C1=C(C)NC2=C(C(=O)C(C(=O)OC)C(C)C2)C1c1ccc(O)cc1 (stereo not given)	?
Cc1ccoc1C(=O)N1CCCC(O)(CN(C)C)CC1 (stereo not given)	i
CCc1ccc(NC(=O)Cn2cnc3cc(C)c(C)cc32)cc1	?
CCc1c(C)nc2ncnn2c1Sc1ccccc1NC(=O)Nc1ccc(Cl)cc1	i
O=C(CCCn1c(=O)[nH]c2ccsc2c1=O)N1CCN(c2ccc(Cl)cc2)CC1	i
CCOC(=O)N1CCN(C(=O)c2ccc(C)cc2Cl)CC1	?
CC1=C(C(=O)OCc2ccccc2)C(c2cccc(O)c2)NC(=O)N1 (stereo not given)	i
Cc1cccc(CN2CCN(C(=O)c3cn4ccsc4n3)C(C)C2=O)c1 (stereo not given)	i
Cc1c(C(=O)NC2CCCCC2C)oc2ccc(S(=O)(=O)N3CCOCC3)cc12 (stereo not given)	i
CC(C)c1ccc(NC2CCCN(CC(=O)Nc3cnn(C)c3)C2)cc1 (stereo not given)	i
COc1ccc(OC)c(NC2=NC3CS(=O)(=O)CC3S2)c1 (stereo not given)	i
COC(=O)C1CCCN1C(C(=O)NC1CCCCC1)c1ccc(Cl)cc1 (stereo not given)	i
N#CC1=C(N)SC(N)=C(C#N)C1c1cccs1	i

A different layout for part of the listing above:
CCOC(=O)N1CCN(C(=O)c2ccc(C)cc2Cl)CC1
  ST2 inh: ?

CC1=C(C(=O)OCc2ccccc2)C(c2cccc(O)c2)NC(=O)N1 (stereo not given)
  ST2 inh: i

Cc1cccc(CN2CCN(C(=O)c3cn4ccsc4n3)C(C)C2=O)c1 (stereo not given)
  ST2 inh: i

Some of these compounds in order of formula weight, low to high.
smiles	ST2 inh
N#CC1=C(N)SC(N)=C(C#N)C1c1cccs1	i
CCOC(=O)N1CCN(C(=O)c2ccc(C)cc2Cl)CC1	?
COc1ccccc1OCc1nc(C#N)c(NCCc2ccccc2)o1	?

Nothing new here: entries from further up.
smiles	ST2 inh
COC(=O)C1CCCN1C(C(=O)NC1CCCCC1)c1ccc(Cl)cc1 (stereo not given)	i
N#CC1=C(N)SC(N)=C(C#N)C1c1cccs1	i

(further entries)
smiles	ST2 inh
O=c1oc2ccccc2c(NCc2ccco2)c1[N+](=O)[O-]	?
COc1ccc(S(=O)(=O)Nc2cccc(Cl)c2C)cc1OC	i
CCCCn1cnc2cc(NCc3cccc(Br)c3)ccc21	?
CC(C)c1cc(C(=O)N(Cc2nccn2C)C2CC2)nc(N)n1	i
N/C(=N/OC(=O)COc1ccccc1)c1ccccn1	i
O[C@]12CO[C@H](c3ccc4c(c3)OCO4)[C@H]1CO[C@@H]2c1ccc2c(c1)OCO2	?
CN(C)C(=O)c1ccccc1C(=O)N(C)C	i
Cc1nc(N2CCCC2C(=O)NCc2cccc(C(F)(F)F)c2)nc2cc(S(C)(=O)=O)ccc12 (stereo not given)	i
Cc1ccc(C(=O)N2CCN(S(=O)(=O)c3ccccc3)C2c2ccc(N(C)C)cc2)cc1 (stereo not given)	i
O=c1c2ccccc2nc(/C=C/c2ccccc2)n1Cc1ccccc1	i
CCS(=O)(=O)c1ncc(CN2CCN(C(=O)c3ccco3)CC2)n1CCOC	?
Cc1cccc2c(-c3nc(C(N)=O)cs3)c[nH]c12	i
Cc1ccsc1-c1cn(C(CO)Cc2ccc(Cl)cc2)nn1 (stereo not given)	?
CC(=O)N1CCc2c(nc(-c3cccnc3)nc2NCCn2cccc2)C1	i
CCn1ccnc1CN(C)Cc1sccc1C	?
COc1ccc(-c2cc(N3CCN(S(=O)(=O)c4cc(C)c(C)cc4C)CC3)ncn2)cc1	i
CCCCN(CC)S(=O)(=O)c1ccc(C(=O)Nc2nnc(C3CC3)o2)cc1	i
CN(C)c1cccc2c(S(=O)(=O)N3CC[C@H]4NC(=O)N(Cc5ccccc5)C(=O)[C@H]43)cccc12	i
CCCCOC(=O)C1=C(C)Nc2ncnn2C1c1ccc(SC)cc1 (stereo not given)	i
CCN1C(=O)N(C)C2C1N(CC)C(=O)N2C (stereo not given)	i
COc1cccc(NC(=Nc2nc(C)cc(C)n2)NC(=O)Nc2ccc(Cl)cc2)c1	i
CCOc1ccc(-c2cn(-c3ccc(F)cc3)c(=O)[nH]2)cc1Cl	?
CC1(C)CC1(CNC(=O)Cn1ccc(=O)[nH]c1=O)c1ccccc1 (stereo not given)	?
CC1=C(C(=O)Nc2ccccc2)C(c2ccc(OCc3ccc(C)cc3)cc2)n2ncnc2N1 (stereo not given)	i
COC(=O)c1ccccc1N1C(=O)c2ccc(-c3nc4ccccc4c(=O)o3)cc2C1=O	?

Other compounds follow.
SMILES	ST2 inh
CCOC(=O)C1(Cc2ccccc2)CCCN(C(=O)C#Cc2ccccc2)C1 (stereo not given)	42%*
Cc1ccc(S(=O)(=O)N(CC(=O)N2CCC(C(N)=O)CC2)C2CCCCC2)cc1	?
CC(c1ccccn1)N(C)Cc1cc(C(C)(C)C)n[nH]1 (stereo not given)	i
COc1[nH]c2ccc(F)cc2c1C(=O)OCC1CCN(CCNS(C)(=O)=O)CC1	?
CC(C)NC(=O)[C@@H]1C[C@H](N)CN1C(=O)CCCc1ccccc1	?
COc1ccc2c(c1)CCc1c(C(=O)NC3CCCCC3)noc1-2	i
CC(C)OCCCNC(=O)Cc1c(C(=O)O)[nH]c2ccccc12	i
Cn1ccnc1CN(C(=O)C(O)c1ccc(C(F)(F)F)cc1)C1CC1 (stereo not given)	i
COC(=O)c1c(NC(=O)c2ccc(Br)cc2)sc2c1CCN(C(C)C)C2	?
O=C(c1cn(CCN2CCCCC2)nn1)N1CCN(C/C=C/c2ccccc2)CC1	i
Cc1ccc(F)cc1N1C(=O)C2C3CCC(C3)C2C1=O (stereo not given)	i
CCSc1nnc(NC(=O)c2ccccc2Cl)s1	i
CN1C(=O)COc2cc(NS(=O)(=O)NCc3ccccc3)ccc21	?
COc1ccccc1NC(=O)Nc1nc(-c2cccnc2)nc2ccccc12	i
C=CCSc1nnc2c(n1)OC(c1cccc(OC)c1OC)Nc1ccccc1-2 (stereo not given)	i
CC(O)Cn1c(Br)nc2c1c(=O)[nH]c(=O)n2C (stereo not given)	i
Cc1ccc(O)c(Nc2c([N+](=O)[O-])c(=O)oc3ccccc23)c1	i
COc1cccc(CN2CCCC(NC(=O)c3ccc4[nH]ccc4c3)C2)c1 (stereo not given)	i
CC(=O)Nc1c(C(=O)Nc2cccc(F)c2)oc2ccccc12	i
N#Cc1c(N)sc2c1CCCC2	31%*
O=C(CS(=O)(=O)c1cn(Cc2ccc(F)cc2)c2ccccc12)N1CCCCCC1	i
O=C(CNS(=O)(=O)c1cccs1)N1CCc2ccccc2C1	i
CCCCN(CC)c1nnnc2c1sc1nc(N3CCOCC3)c3c(c12)CC(C)(C)OC3	i
CCc1nc(SCC(=O)N2CCCN(C(=O)C3CCCO3)CC2)n[nH]1 (stereo not given)	?
O=C(c1ccccc1C(=O)N1CCOCC1)N1CCOCC1	i
CCCNC(=O)C1(O)c2cc(Br)ccc2NC(=O)N1c1cccc(OC)c1 (stereo not given)	i
COc1cc(-c2ccc(C)s2)cc2c1OCCN(CCc1cn[nH]c1)C2	i
COc1ccc(NC(=O)N2C[C@@H]3C[C@H](C2)c2ccc(NS(=O)(=O)c4ccc(OC)cc4)c(=O)n2C3)cc1	i
CCc1cc2c(C)cc(=O)oc2cc1OCC(=O)c1ccc(C)cc1	i
Cn1ncc([N+](=O)[O-])c1C(=O)Nc1ccc(-c2nc3ccccc3[nH]2)cc1	i
O=c1oc2ccc(Br)cc2cc1-c1cn2c(n1)sc1ccccc12	?
CCc1nc2nc(C)[nH]n2c(=O)c1NC(=O)Nc1ccccc1F	i

Screens (PubChem BioAssay)
